Abeta yeast res: compounds reversing amyloid beta toxicity in yeast | yeast expressing A-beta42, growth rescue, OD600, 48 h; response scale: 0% DMSO, 100% iron-clioquinol control | Potency, µM (top dose mostly 46.1 µM), for the others: at the highest dose growth rescue, actives largely listed as activators | AID 1347071 | actives 0.063% (n = 410,000); also: potency is read from the fitted curve at half-maximal effect; nearly all actives have a fitted effect of over 55% in size
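Growth rescue measured by 600 nm absorbance after 48 h yeast culture at 30 C with compound. Values normalized between DMSO and an equimolar ferric chloride plus clioquinol control.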
PLK1 PBD block: PLK1 (human) polo-box domain binding inhibition. Potency, µM, inactives show max response, negative = inhibition, most hits filed as inhibitors. Plk1 PBD binding of FITC phosphopeptide, fluorescence polarization. actives 2.8% (n = 360,000); also: potency is read from the fitted curve at half-maximal effect; series mostly up to about 57 µM; % is scaled to controls: 0 for no effect and ±100 for the full control effect; nearly all actives have a fitted effect of over 65% in size
IL2 activator: IL-2 activation | AID 652025 | IL-2 activation reporter assay, cell-based qHTS; stimulated with anti-CD3/CD4/CD28 beads; in transgenic mouse T cells | actives 0.065% (n = 360,000) | activation, % (series mostly up to about 46 µM); in the data active = activation above about 50%; inconclusive = mostly about 30% to 49%; also: 0% is about no effect
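Screening format: compound pinned onto unstimulated transgenic mouse T cells, 60 min incubation, then anti-CD3/anti-CD4/anti-CD28 bead stimulation for 18 hours at 37 degrees C, followed by EGFP and DsRed detection.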
EPAC1 antagonist: antagonists of human EPAC1; O95398; EPAC1 GEF assay, Rap1b-BODIPY-GDP exchange fluorescence; Potency, µM (doses to about 115 µM), without a hit: top-dose activity change, negative = inhibition, most hits filed as inhibitors; actives 0.14% (n = 360,000);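 also: potency is read from the fitted curve at half-maximal effect; plate controls were vehicle for no effect and positive control for full effect; nearly all actives have a fitted effect of over 50% in size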
Target sequence (O95398 whole entry, looked up): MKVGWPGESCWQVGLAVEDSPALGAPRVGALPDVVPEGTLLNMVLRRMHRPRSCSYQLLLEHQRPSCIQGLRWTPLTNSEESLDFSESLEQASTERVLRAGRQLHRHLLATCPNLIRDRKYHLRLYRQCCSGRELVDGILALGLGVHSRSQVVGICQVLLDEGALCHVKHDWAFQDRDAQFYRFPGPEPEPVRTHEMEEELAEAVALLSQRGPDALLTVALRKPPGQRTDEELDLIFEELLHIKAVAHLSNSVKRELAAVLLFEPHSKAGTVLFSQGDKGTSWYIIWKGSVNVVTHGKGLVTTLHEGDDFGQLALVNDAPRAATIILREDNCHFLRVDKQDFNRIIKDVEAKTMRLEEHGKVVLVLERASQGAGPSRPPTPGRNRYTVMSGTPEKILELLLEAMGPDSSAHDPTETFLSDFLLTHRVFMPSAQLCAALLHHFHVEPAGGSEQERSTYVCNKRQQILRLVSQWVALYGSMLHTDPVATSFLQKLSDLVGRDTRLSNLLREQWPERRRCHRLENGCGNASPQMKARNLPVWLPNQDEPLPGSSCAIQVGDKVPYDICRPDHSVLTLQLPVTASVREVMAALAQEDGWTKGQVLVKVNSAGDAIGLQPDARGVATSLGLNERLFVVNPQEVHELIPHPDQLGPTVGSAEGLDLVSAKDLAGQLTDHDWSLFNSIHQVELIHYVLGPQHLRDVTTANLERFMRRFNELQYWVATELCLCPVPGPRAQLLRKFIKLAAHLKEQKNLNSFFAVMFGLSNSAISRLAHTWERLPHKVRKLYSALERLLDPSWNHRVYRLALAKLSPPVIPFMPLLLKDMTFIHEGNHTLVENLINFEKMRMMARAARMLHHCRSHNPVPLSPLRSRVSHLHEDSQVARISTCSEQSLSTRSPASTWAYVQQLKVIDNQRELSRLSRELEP
EPAC1 agonist: EPAC1 (human) agonism; O95398; Potency, µM (highest dose often 154 µM), inactives show top-dose activation, actives largely listed as activators; actives 0.073% (n = 360,000); EPAC1 agonist qHTS, biochemical assay; response scale: 100% = response to 6.5 mM cAMP; AID 720707; also: potency is read from the fitted curve at half-maximal effect; nearly all actives have a fitted effect of over 60% in size
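Read-out is the fluorescence drop as BODIPY-GDP leaves Rap1B (480 nm excitation, 540 nm emission), recorded every 5 minutes over 30 minutes. Reactions held 100 nM EPAC1, 250 nM Rap1B–BODIPY-GDP and 50 uM GDP, with 6.5 mM cAMP setting full activation.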
PI5P4Ka inh: PI5P4K alpha (human) kinase inhibition; P48426; PI5P4Kalpha enzyme, ADP-Glo luminescence, 60 min; active compounds read low; max response, %; actives 1.2% (n = 330,000); AID 652105; active = max response of -50% or lower; inconclusive = between -30% and -50%; inactive = -30% or higher; also: value at the top dose of about 77 µM; % is scaled to controls: 0 for no effect and ±100 for the full control effect
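Controls without substrate or without enzyme flank wells where PI5P4Kalpha converts substrate using 5 microM ATP (final). Incubation lasts 60 minutes at room temperature; ADP formed is read by ADP-Glo luminescence.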
WRN inhibitor: blocks human WRN helicase; WRN helicase unwinding, fluorescent forked duplex, kinetic; Potency, µM (series often up to 114 µM), for the others: top-dose activity change, negative = inhibition, hits mostly inhibitors; actives 0.46% (n = 360,000); also: potency is read from the fitted curve at half-maximal effect; % is scaled to controls: 0 for no effect and ±100 for the full control effect; nearly all actives have a fitted effect of over 55% in size
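Screening of the MLSMR collection measured strand separation of a quenched forked DNA duplex (100 nM) by 20 nM WRN with 2 mM ATP, all final. Compounds were preincubated with enzyme 15 min at room temperature.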
FUS yeast rescue: rescues growth of FUS-expressing yeast | S. cerevisiae FUS-expressing, growth rescue, OD600, 24 h | Potency, µM (titrated, usually from 76.6 µM), inactives show top-dose growth rescue (activation), usual class: activators | actives 0.24% (n = 390,000);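 also: potency is read from the fitted curve at half-maximal effect; plate controls were DMSO vehicle for no effect and reference control for full effect; nearly all actives have a fitted effect of over 55% in size; some results filed as inactive show a strong effect at the top dose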
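Cultures pregrown in 2.5% raffinose medium are shifted to minimal medium containing 2% galactose to express toxic FUS. Compounds are tested at several concentrations. After 24hr at 30C, growth is quantified at 600 nm absorbance.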
An asterisk follows results filed as active; ? = inconclusive; . = not tested or not shown; [ ] = remark or other dose. Unless noted, calls follow the shape of the dose curve; as a rule, active = well fitted curve in the direction sought with a large enough effect; inconclusive = small, poorly fitted or top-dose-only effect, or another doubt; inactive = no such curve, though single readings can be large; an effect the other way counts as inactive or inconclusive.

SMILES	Abeta yeast res	PLK1 PBD block	IL2 activator	EPAC1 antagonist	EPAC1 agonist	PI5P4Ka inh	WRN inhibitor	FUS yeast rescue
O=C(O)c1cc(C(=O)C2CC2)c[nH]1	-6%	-10%	0.1	-3%	4%	-2	5%	0%
COc1ccccc1NC(=O)C(=O)Nc1ccc2c(c1)N(C(=O)C1CC1)CCC2	-12%	-9%	-3.5	-6%	3%	4	14%	4%
NS(=O)(=O)c1ccc(CNC(=O)c2ccc(NS(=O)(=O)c3ccc4[nH]c(=O)[nH]c4c3)cc2)cc1	1%	10%	-0.4	-5%	8%	-3	-19%	28%
COc1cc(OC)c(-c2cc(C(=O)O)ccc2OC)c(OC)c1	-2%	-23%	2.2	89µM*	-16%	-9	-12%	.
CCOC(=O)c1ccc(S(=O)(=O)Nc2cc(S(=O)(=O)N3CCOCC3)ccc2O)cc1	-22%	5.3µM*	-0.5	12%	11%	?	10%	20%
COc1cc(NC(=O)NCc2ccco2)ccc1-c1ccc(NC(=O)NCc2ccco2)cc1OC	5%	-4%	-0.9	-8%	4%	1	7%	4%
Cc1ccn2c(Nc3ccc4c(c3)OCO4)c(-c3ccccn3)nc2c1	-6%	-5%	1.5	8%	16%	-3	-23%	36%
O=C(NN1CCOCC1)c1cccc(Br)c1	-10%	1%	-1.9	14%	5%	1	2%	-18%
CC(C)[C@H](NC(N)=O)C(=O)Nc1ccc(OCc2ccccc2)cc1	6%	?	0.0	-18%	6%	-6	-2%	25%
COc1cc([N+](=O)[O-])ccc1NC(=O)COC(=O)C=C(C)C	6%	-18%	-1.1	?	-14%	8	-9%	2%
CCCc1c(-c2cccc(Br)c2)ncn1Cc1ccccc1OC	-19%	-6%	-0.3	-9%	-1%	11	-10%	14%
Cc1nc(-c2ccc(C(F)(F)F)cc2)sc1C(=O)NN	-39%[inhibitor]	-2%	0.6	3%	-15%	0	2%	3%

An excerpt from above, reduced to Abeta yeast res, EPAC1 agonist and EPAC1 antagonist.
Compound | Abeta yeast res | EPAC1 agonist | EPAC1 antagonist
COc1cc([N+](=O)[O-])ccc1NC(=O)COC(=O)C=C(C)C | 6% | -14% | ?
O=C(NN1CCOCC1)c1cccc(Br)c1 | -10% | 5% | 14%

Next section
SMILES	Abeta yeast res	PLK1 PBD block	IL2 activator	EPAC1 antagonist	EPAC1 agonist	PI5P4Ka inh	WRN inhibitor	FUS yeast rescue
O=C(NCCO)/C(=C\c1cccc([N+](=O)[O-])c1)NC(=O)c1ccco1	-11%	-3%	0.2	24%	-1%	-6	4%	-8%
O=C(CCn1cnnn1)NC1CCCN(Cc2ccccc2F)C1 (stereo unspecified)	-4%	-6%	-0.7	-12%	0%	2	-18%	.
CC1(C)OC(=O)NC1c1ccccc1 (stereo unspecified)	9%	-9%	-0.7	0%	-10%	-5	13%	-13%
CN(c1ccccc1)S(=O)(=O)c1ccc(C(=O)NNC(=O)c2ccccc2)cc1	-1%	-3%	-0.4	-9%	-14%	4	7%	24%
O=C(CCC(=O)c1cccs1)NCc1cccc(Cl)c1	15%	-3%	2.7	2%	-39%[inhibitor]	-13	-11%	13%
Oc1c(N=NC(=S)Nc2ccccc2F)c2ccccc2n1Cc1ccc(Cl)cc1	3%	0%	0.0	16%	2%	3	-9%	2%
COc1cc(NC(=S)NCCCN2CCOCC2)c(OC)cc1Cl	-2%	-7%	0.4	2%	1%	-1	-1%	-1%
Cc1cc(NC(=O)c2c([N+](=O)[O-])cnn2C)no1	18%	0%	-2.1	7%	2%	.	-11%	6%
COc1cccc(/C=N/NC(=O)c2cc(-c3ccccn3)nc3ccccc23)c1O	-6%	?	2.3	?	8%	3	-20%	11%
CCOc1ccccc1N(CC(=O)NC1CCCC1)C(=O)CCCC(=O)Nc1ccccn1	-1%	-8%	0.2	-18%	-4%	-1	8%	6%
O=C1NC(=O)/C(=C/c2ccc(OS(=O)(=O)c3ccc(F)cc3F)cc2)N1	5%	-6%	-0.4	14%	9%	6	-8%	10%
Cc1ccc(C(=O)/C=C/c2cn(CN3CCN(C)CC3)c3ccccc23)cc1	15%	2%	-0.5	-1%	21%	.	-6%	12%
COc1ccccc1OCc1nc2ccccc2s1	-19%	-30%	-1.5	-16%	-4%	1	-6%	14%
COCCNC(=O)CN(Cc1ccc(OC)cc1)C(=O)CCC(=O)Nc1nccs1	-9%	-10%	0.0	-7%	-8%	-6	11%	24%
Cc1oc2c(cc(NS(=O)(=O)c3ccc(Cl)cc3)c3ccccc32)c1C(=O)O	7%	?	-0.6	?	-5%	-28	-21%	14%
COc1ccc(C(=O)Cn2ccsc2=NC(C)=O)cc1	-12%	-4%	-4.0	2%	1%	0	-12%	19%
CC(=O)Nc1cccc(NC(=O)Cc2ccc3ccccc3c2)c1	-13%	-2%	1.0	0%	-1%	-6	-9%	-3%
O=C(NCCc1ccc(Cl)cc1)c1ccc2ccccc2n1	-15%	0%	0.0	-25%	-5%	3	-21%	8%
Brc1ccccc1Cn1c(-c2cscn2)nc2ccccc21	-12%	-1%	-2.5	-6%	9%	.	-18%	6%
O=C(Cc1cccs1)N(c1ccccc1)C1C=CS(=O)(=O)C1 (stereo unspecified)	9%	-7%	-0.8	2%	4%	.	-1%[11.6 µM]	27%
COCCCNC(=O)Cn1c(=O)n(Cc2ccc(C(=O)NCCc3ccc(OC)c(OC)c3)cc2)c(=O)c2ccccc21	-5%	1%	-1.5	-15%	5%	0	-3%	37%
C(=N\Nc1ccc2nncn2n1)/c1ccco1	5%	5%	2.3	9%	5%	-2	-6%	-16%
CC1Sc2ccc(S(=O)(=O)CCC(=O)NC(C)c3ccccc3)cc2NC1=O (stereo unspecified)	-1%	-17%	-0.4	11%	1%	-3	-2%	9%
O=C(C[C@@H]1C=C[C@@H](NC(=O)Nc2cccc(F)c2)[C@@H](CO)O1)NCC1CCCCC1	4%	2%	0.1	-1%	-2%	-1	-6%	-4%
COc1cc(S(=O)(=O)N(Cc2cccnc2)Cc2ccco2)ccc1-n1cnnn1	-8%	-3%	-0.5	16%	-6%	.	-1%[11.6 µM]	35%
COc1ccc(C(=O)NCC2CCCO2)cc1S(=O)(=O)N1CCCc2ccccc21 (stereo unspecified)	11%	-1%	0.3	11%	-7%	-6	1%	9%
O=C(NC(C(=O)c1ccccc1)N1CCOCC1)c1cccs1 (stereo unspecified)	5%	-6%	-1.0	-13%	3%	.	-9%	-6%
CN(C)CCNC(=O)C1CCCNC1=O (stereo unspecified)	-4%	-2%	-1.7	12%	-7%	1	5%	-3%
Nc1[nH]c(C(=O)c2ccccc2)c(-c2ccc(Br)cc2)c1C(=O)NCCc1c[nH]c2ccccc12	9%	-8%	-0.7	-4%	12%	-3	-1%	30%
COc1ccc(OC)c(C(=O)CSc2nc3cccnc3n2C)c1	-15%	-26%	-2.6	-4%	6%	0	0%	13%
CCCN1CCN(CCCNC(=O)CN2C(=O)c3cccnc3Oc3ccc(C)cc32)CC1	-10%	-9%	-1.7	7%	3%	1	4%	7%
O=C(NC1CCCc2ccccc21)C1CCN(C(=O)c2sccc2-n2cccc2)CC1 (stereo unspecified)	24%	-9%	-1.4	1%	-4%	-8	-2%	31%
CCC(C(=O)Nc1ccccc1C(=O)N1CCCC1)N1C(=O)c2ccccc2C1=O (stereo unspecified)	1%	-8%	-1.0	3%	-3%	.	11%	11%
O=C(C1=C(O)C(=O)N(Cc2ccco2)C1c1cccc(O)c1)c1ccco1 (stereo unspecified)	-19%	-30%	2.4	-5%	-10%	-6	-2%	34%
Cc1ccccc1C(=O)NCC(=O)OC(C)C(=O)Nc1ccnn1C(C)C (stereo unspecified)	6%	-7%	-2.9	6%	4%	-5	-4%	-8%
CCN(C(=O)CN1C(=O)NC2(CCCC2)C1=O)c1nc2c(C)cccc2s1	?	2%	-1.1	-9%	-1%	3	-2%	15%
COc1ccccc1N1CCN(/N=C/c2cc([N+](=O)[O-])ccc2Cl)CC1	18%	2%	2.6	-2%	7%	8	3%	-26%
COc1ccccc1N1CCN(C(=O)[C@H](C)NS(=O)(=O)c2ccc3c(c2)OCCCO3)CC1	9%	-26%	0.3	4%	-9%	2	5%	14%
Cc1ccc(NC(=O)Nc2cnccn2)cc1Cl	7%	-15%	-3.6	-30%	-9%	6	-23%	.
CCc1c(C(C)S(=O)(=O)c2ccccc2)[nH]c(=O)n1CC (stereo unspecified)	-5%	15µM*	-1.1	1%	8%	-28	?	16%
C[C@H](O)[C@@H]1C(=O)N2CCc3ccc(-c4ccccc4)cc3[C@@H]2C[C@@H]1N(C)C(=S)Nc1ccc(F)cc1	8%	-10%	-1.2	-19%	12%	0	0%	?
Cc1ccc(CNC(=O)Cn2c(=O)n(-c3ccccc3)c(=O)c3sccc32)cc1	-20%	-13%	-0.1	-19%	0%	5	-17%	?
CCOP(=O)(c1c(F)c(F)c(F)c(F)c1F)C(O)c1ccccc1 (stereo unspecified)	-20%	-9%	0.0	-8%	7%	1	-22%	2%
O=c1c(-c2ccc(Br)cc2)[n+]([O-])c2ccccc2n1OCc1ccccc1	5%	-11%	0.7	-7%	-3%	2	6%	-6%
C=CCNC(=S)NN=C1CCC(c2ccccc2)CC1 (stereo unspecified)	?	-10%	0.8	0%	18%	7	-4%	5%
CCOc1ccc(Br)cc1CNCCN1CCOCC1	3%	-3%	-0.4	-29%	-3%	12	-26%	.
Cc1c(NC(=O)c2ccco2)cccc1-c1nc2cccnc2s1	-23%	-18%	-2.6	3%	-10%	?	-14%[57.1 µM]	-3%
COC(=O)c1sccc1NC(=O)c1c(Cl)cccc1Cl	-4%	-22%	-2.4	-22%	5%	1	-10%	-16%
O=C(N/N=C/c1ccc2c(c1)OCO2)c1ccn(Cc2ccc(Cl)cc2)n1	1%	-9%	0.1	0%	-5%	-8	5%	24%
CCOC(=O)c1c(/N=C/N(C)C)sc2c1CCC2	5%	-3%	-0.3	-11%	2%	-4	2%	.

3 entries already listed, ordered by molar mass, high to low.
SMILES	Abeta yeast res	PLK1 PBD block	IL2 activator	EPAC1 antagonist	EPAC1 agonist	PI5P4Ka inh	WRN inhibitor	FUS yeast rescue
COc1ccccc1N1CCN(/N=C/c2cc([N+](=O)[O-])ccc2Cl)CC1	18%	2%	2.6	-2%	7%	8	3%	-26%
COC(=O)c1sccc1NC(=O)c1c(Cl)cccc1Cl	-4%	-22%	-2.4	-22%	5%	1	-10%	-16%
C=CCNC(=S)NN=C1CCC(c2ccccc2)CC1 (stereo unspecified)	?	-10%	0.8	0%	18%	7	-4%	5%

Compound activity from PubChem BioAssay.
